MT1-MMP act inh = MT1-MMP (human) activation inhibition | P50281 | HT1080 RFP-PRO-GFP cells, GFP/RFP ratio fluorescence, overnight; percent of plate control window, DMSO zero | GFP/RFP ratio change, % at 20 µM | 0.061% of 360,000 active;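 active = GFP/RFP ratio change of at least 30% with cell ATP level not reduced by more than half and red fluorescence within 50% of control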; also: strong numbers were not always called active
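system = RFP-PRO-GFP reporter HT1080 cells | dosing = 20 µM single dose, 1% DMSO | timing = overnight cell settling, then overnight compound exposure, 37 °C, 5% CO2 | read-out basis = GFP/RFP fluorescence ratio | controls = DMSO and RFP-L50D-GFP cell wells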
MsrA inhibitor = inhibitors of bovine MsrA; inhibition, % at 15.5 µM; 0.75% of 360,000 active; purified bovine MsrA, absorbance read-out; in the data active = inhibition above about 4.5%;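 also: 0% = vehicle wells with enzyme and 100% = reference inhibitor wells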
TbMetRS inhib = blocks T. brucei methionyl-tRNA synthetase activity | purified T. brucei MetRS, ATP depletion, Kinase-Glo luminescence | inhibition, % at 11.9 µM | 0.4% of 360,000 active | AID 624268;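 active = inhibition above a per-plate cutoff of the control wells' mean inhibition plus 3 SD, cut at about 5.5% in these data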;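 also: 0% = DMSO wells median and 100% = median of wells with control inhibitor compound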
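Measured by: Kinase-Glo luciferase luminescence reporting remaining unconsumed ATP. Material: purified T. brucei MetRS enzyme. Doses: 11.9 µM compound single dose, 0.9% DMSO. Medium: HEPES buffer containing pyrophosphatase, BSA, spermine, DTT. Times: 15 min preincubation, 2 h reaction, all 25 °C. Reagent: methionine, ATP and bulk E. coli tRNA.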
bovine MsrA act = bovine methionine sulfoxide reductase A activation; purified bovine MsrA, absorbance read-out; activation, % at 10.6 µM; 0.3% of 360,000 active; in the data active = activation above about 7.5%;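 also: 0% = vehicle and 100% = reference activator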
FAS-TE inh = blocks the thioesterase domain of human fatty acid synthase | recombinant FAS-TE, OMFH fluorogenic substrate, fluorescence endpoint | inhibition, % at 15 µM | 0.67% of 360,000 active | AID 602261;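 active = compounds whose normalised, plate-corrected inhibition of enzyme fluorescence in the single-dose primary screen is 50% or more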;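 also: 0% = DMSO with enzyme and 100% = substrate without enzyme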
CendR NRP1 mod = NRP-1/CendR interaction modulation | FAM-RPARPAR peptide binding to NRP-1, fluorescence polarization | inhibition, % at 25 µM | 0.85% of 360,000 active | AID 602438;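 active = inhibition or corrected inhibition above about 18%, plus a signal ratio from 0.5 to 1.5, limit read from the data, passing the limit was not always enough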; also: strong numbers were not always called active
Target sequence (O14786 whole entry, looked up): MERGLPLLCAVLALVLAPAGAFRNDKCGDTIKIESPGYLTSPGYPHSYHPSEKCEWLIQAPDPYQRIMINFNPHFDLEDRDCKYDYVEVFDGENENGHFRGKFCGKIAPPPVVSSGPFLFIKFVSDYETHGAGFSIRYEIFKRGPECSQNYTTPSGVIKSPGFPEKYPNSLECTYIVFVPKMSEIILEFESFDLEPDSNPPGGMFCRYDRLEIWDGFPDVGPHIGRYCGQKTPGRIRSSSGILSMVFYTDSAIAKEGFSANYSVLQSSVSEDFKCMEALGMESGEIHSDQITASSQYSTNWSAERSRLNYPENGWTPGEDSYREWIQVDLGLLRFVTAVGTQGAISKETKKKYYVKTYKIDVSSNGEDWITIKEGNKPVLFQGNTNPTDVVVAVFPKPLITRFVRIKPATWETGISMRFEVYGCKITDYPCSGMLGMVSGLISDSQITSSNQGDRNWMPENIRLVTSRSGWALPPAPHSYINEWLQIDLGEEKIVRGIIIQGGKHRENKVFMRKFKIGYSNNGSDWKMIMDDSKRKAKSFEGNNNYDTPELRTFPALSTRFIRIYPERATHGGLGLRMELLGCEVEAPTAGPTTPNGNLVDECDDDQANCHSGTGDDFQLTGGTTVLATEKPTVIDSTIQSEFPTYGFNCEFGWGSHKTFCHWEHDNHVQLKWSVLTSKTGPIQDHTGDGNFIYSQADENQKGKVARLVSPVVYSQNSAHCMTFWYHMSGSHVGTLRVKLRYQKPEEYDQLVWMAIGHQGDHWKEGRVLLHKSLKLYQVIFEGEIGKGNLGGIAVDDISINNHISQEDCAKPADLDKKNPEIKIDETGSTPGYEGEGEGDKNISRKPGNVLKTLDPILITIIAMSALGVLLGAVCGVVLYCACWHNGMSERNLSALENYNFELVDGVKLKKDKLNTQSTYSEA
eLon inh = E. coli protease La inhibition; P0A9M0; purified E. coli Lon protease, fluorescence polarization; inhibition, % at 7.94 µM; 0.42% of 360,000 active; AID 602123; in the data active = inhibition above about 13%, passing the limit was not always enough;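 also: 0% = enzyme with probe and DMSO and 100% = no enzyme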
PABP1 MLLE inh = blocks PAM2 peptide binding to the PABP1 MLLE domain | GST-MLLE / FITC-PAM2 fluorescence polarization | inhibition, % at 20 µM | 0.36% of 360,000 active | AID 588489; in the data active = inhibition above about 35%, passing the limit was not always enough;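 also: plate controls were DMSO wells with GST-MLLE for no effect and wells lacking GST-MLLE protein for full effect; some results filed as inactive read as strong as hits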
SKN-1 block = inhibitors of C. elegans SKN-1. C. elegans VP596 Pgst-4::GFP/RFP ratio, acrylamide-induced, 24 h. 0.49% of 360,000 active. inhibition, % at 21.8 µM;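 active = interference check ratio from 0.5 to 1.5 plus GFP to RFP signal ratio inhibition reaching or exceeding a fixed threshold, cut at about 30% in these data, passing the limit was not always enough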; also: some compounds called inactive have numbers as strong as hits
Starred values were filed as active, the others as inactive; nt = no result given. Outcome played no part in choosing rows; any-hit rate near 4%.

SMILES	MT1-MMP act inh	MsrA inhibitor	TbMetRS inhib	bovine MsrA act	FAS-TE inh	CendR NRP1 mod	eLon inh	PABP1 MLLE inh	SKN-1 block
O=C(COC(=O)c1ccccc1O)Nc1cc(S(=O)(=O)N2CCCCCC2)ccc1Cl	-0.2	-0.1	-0.4	3.5	-1.7	-1.4	2.1	-10.8	-8.4
Cc1ccc(Cl)cc1N1CCN(Cc2nc3ccsc3c(=O)[nH]2)CC1	-2.5	-1.3	0.0	-9.6	7.9	1.2	-4.7	-0.9	7.2
COc1ccc(/C=C\C(=O)c2c(O)ccc3c(C)cc(=O)oc23)cc1	0.1	5.3*	-1.5	-9.3	-4.4	-0.1	-5.8	10.2	-4.9
CN(C)CCNC(=O)c1ccc(COCC(F)(F)F)cc1	4.8	-0.4	-0.2	-2.1	-4.6	-6.4	-8.9	8.3	-11.5
CCOc1ccc(N(CC(=O)N2CCN(c3ccc(F)cc3)CC2)S(=O)(=O)c2c(C)noc2C)cc1	5.8	0.9	-0.4	-1.0	22.4	-4.7	-3.9	-0.9	-1.0
CC(C)COC(=O)Cn1cnc2ccc(Br)cc2c1=O	1.7	0.0	-0.4	-4.5	11.1	5.7	0.0	6.8	7.3
Cc1cccc(N2CCN(C(=O)c3ccc(NC4=NC5CS(=O)(=O)CC5S4)cc3)CC2C)c1 (centres undefined)	3.0	-0.7	-0.4	-1.8	-3.5	12.2	-2.3	-84.6	5.8
C[C@H]1CN([C@@H](C)CO)S(=O)(=O)c2ccc(-c3ccccc3)cc2O[C@H]1CN(C)C(=O)C1CCC1	-1.5	-0.9	-1.1	-4.9	3.8	-1.7	10.2	2.8	-1.7
COC(=O)NNC(=O)COc1ccccc1C	-1.0	-0.5	-0.4	0.0	-9.5	1.1	3.4	13.2	5.3
CC(=O)c1cc(Cl)ccc1OCC(=O)Nc1cccc(S(=O)(=O)N2CCCC2)c1	2.2	0.3	0.0	-2.7	20.6	-12.8	5.1	-13.3	22.8
Cc1c(C#N)c(N)c(C(=O)c2ccccc2)n1Cc1ccccc1	1.4	2.3	-0.6	-6.3	1.6	-8.6	4.0	-0.1	11.3
Cc1c(C(=O)N2CCOCC2)[nH]c2c1C(=O)CC(c1ccccc1Cl)C2 (centres undefined)	-5.2	-0.9	0.2	-1.6	-7.8	-8.8	-5.9	-10.2	1.3
C=CCNc1nc(-c2ccc3c(c2)OCCO3)cs1	0.7	1.4	-0.3	-5.7	0.1	1.3	-5.9	11.9	-19.0
O=c1c2c3c(sc2nc(NCCO)n1-c1ccccc1)CCCC3	-8.1	-0.1	-0.8	-2.1	-1.5	-2.2	-5.9	23.3	32.4
O=C(COC(=O)c1n[nH]c(=O)c2ccccc12)c1ccc(Br)cc1	-1.1	1.8	-0.6	-4.0	-1.3	-5.5	3.6	2.0	-9.6
O=C(CSCc1ccccc1)N1CCc2ccccc21	2.9	-0.4	-0.6	-8.0	11.9	-12.2	-4.9	18.4	1.8
CCCNC(=O)N1CCC(c2nc3ccccc3s2)CC1	2.8	-1.6	-1.0	-0.5	-3.3	0.8	-9.5	7.9	12.7
COc1ccc(CCNC(=O)C2CCN(S(C)(=O)=O)CC2)cc1	-2.4	-0.8	0.0	-1.3	-4.0	1.8	-9.0	11.7	-2.9
COCCNC(=S)N/N=C/c1ccccc1C(=O)O	0.0	1.0	-0.5	-9.2	-7.9	-2.6	-2.2	19.0	-14.3
Cc1c(C)c2ccc(OCC(=O)N3CCN(c4cccc(Cl)c4)CC3)cc2oc1=O	-0.3	1.4	-0.7	-0.3	49.1	14.0	-3.8	8.5	-7.3
Cc1ccc(N2C(=O)c3n[nH]c(C)c3C2c2ccco2)cc1 (centres undefined)	2.0	0.8	0.2	0.8	-6.7	-9.8	-1.2	6.2	18.5
COc1ccc(S(=O)(=O)Nc2cccnc2)cc1OC	-2.9	-0.9	-1.6	-0.5	-5.3	-11.7	7.7	-1.4	-2.1
Cc1ccc(CS(=O)Cc2ccc(C(=O)N3CCN(C4CCCCC4)CC3)o2)cc1 (centres undefined)	1.1	0.3	-0.4	-0.5	-2.9	6.9	-13.8	18.4	12.7
Cc1nn(C)cc1CNCc1c(C(=O)N2CCCCC2)nc2c(C)cccn12	-3.5	-0.2	-0.3	-4.6	-1.9	4.7	-0.7	9.6	4.5
Cc1csc(NC(=O)CSc2nccn2C)n1	-1.6	-0.9	-0.3	-4.7	-1.7	-2.4	-6.7	-4.8	4.6
Remaining list, next part
SMILES	MT1-MMP act inh	MsrA inhibitor	TbMetRS inhib	bovine MsrA act	FAS-TE inh	CendR NRP1 mod	eLon inh	PABP1 MLLE inh	SKN-1 block
CCCS(=O)(=O)NC(=O)C1(C)CCN(C(=O)Cc2ccc(F)cc2)C1 (centres undefined)	-1.9	-1.6	-0.2	-6.0	-6.6	1.2	-14.7	-14.5	7.8
COc1ccc(CNC(=O)CCn2c(=O)oc3ccccc32)c(OC)c1	0.8	1.2	0.1	2.1	-4.1	-5.9	-2.9	11.7	0.5
Cc1cc(NC(=O)CSc2nnc(-c3cccc(Cl)c3)o2)no1	9.8	-1.2	-0.6	-2.7	-2.1	15.4	12.1	-9.1	8.9
O=C(CCCc1cccs1)Nc1nc(-c2ccc(F)cc2)cs1	-3.7	0.6	-0.2	-4.0	5.9	-2.7	-1.4	4.4	13.3
Cn1c(=O)oc2cc(S(=O)(=O)N3CCC(C(=O)N4CCc5ccccc5C4)CC3)ccc21	-3.2	-0.5	-1.0	-0.3	6.4	-4.0	2.9	-7.9	-2.2
CCC(C)NC(=O)[C@@H]1CSC2c3ccccc3C(=O)N21 (some centres undefined)	1.8	1.1	-0.8	2.2	-4.5	0.9	4.6	25.1	8.8
Cc1nn(C)c(C)c1NC(=S)Nc1ccc(S(=O)(=O)Nc2ncccn2)cc1	0.7	-0.2	-0.1	-4.2	-4.8	4.5	-4.2	19.1	-5.0
CC1CCN(C(=O)CN2C(=O)NC3(CCC(C)CC3)C2=O)CC1 (centres undefined)	-4.5	0.2	-0.4	-0.4	-10.2	-6.4	4.6	1.5	-7.9
Cc1ccc(NC(=O)CN2C(=O)S/C(=C\c3cc(C)n(-c4cccc(C(=O)O)c4)c3C)C2=O)cc1	-0.8	1.7	-0.1	-7.0	1.8	-19.9	-6.0	20.3	11.3
Cc1c(C)c(C)c(S(=O)(=O)Nc2ccc3[nH]c(=O)[nH]c3c2)c(C)c1C	3.2	1.6	-0.3	-4.0	-1.2	0.2	-11.3	23.9	7.5
CCCCCCNc1c(C(=O)OCC)c(=O)[nH]c2ccccc12	-5.2	0.8	0.5	-0.6	-2.0	1.0	2.3	0.2	10.8
Cc1ccc(-c2n[nH]c(=S)c3ccccc23)cc1S(=O)(=O)NCC1CCCO1 (centres undefined)	3.9	2.0	2.6	-4.5	6.6	16.0	4.1	-0.2	16.8
COc1ccc(NC(=O)COC(=O)[C@@H]2CCCN2S(=O)(=O)c2ccccc2F)c(OC)c1	-1.0	0.7	-0.2	-3.7	4.2	2.3	4.6	-2.4	-3.2
CCn1c(SCC(=O)Nc2cc(C)on2)nc2sc3c(c2c1=O)CCCC3	-2.7	1.0	-0.1	-1.0	-8.4	-0.9	-12.8	4.3	2.2
Cc1c(C(=O)NC2CCCCC2)oc2ccc(F)cc12	-4.6	-0.4	-0.4	-1.4	5.6	9.1	-0.1	-5.4	6.9
CCn1cc(S(=O)(=O)c2cccc(C)c2)c(=O)c2cc(F)c(N3CCN(C)CC3)cc21	-0.3	1.4	-0.5	-7.2	-7.9	7.8	12.3	3.7	12.2
N#Cc1ccc(S(=O)(=O)NC[C@H]2O[C@@H](n3cnc4c(N)ncnc43)[C@H](O)[C@@H]2O)cc1	3.6	2.9	0.5	-3.9	-8.2	-3.7	-6.0	10.8	-0.8
CN(C(=O)COC(=O)c1cnc(Cl)c(Cl)c1)C1CCCCC1	-8.3	0.5	-0.2	-5.0	12.2	24.1*	-1.5	-5.1	9.3
CCOC(=O)c1nnc(-c2ccc(C)cc2)nc1N1CCSCC1	-4.4	3.2	-1.0	-9.6	5.2	23.4	-9.4	6.7	12.1
CCOc1ccc(CN2CCCC(CO)(Cc3ccc(F)cc3)C2)cc1 (centres undefined)	8.9	-1.1	-0.3	-0.2	-0.5	-11.7	3.4	5.5	-11.3
CC(C)(C)c1ccccc1NC(=O)Nc1nc(C(N)Cc2ccc(F)cc2)cs1 (centres undefined)	nt	-2.8	-0.6	-7.9	-2.4	4.9	8.8	8.1	0.0
COC(=O)c1cc(Br)c(=O)n(CCc2ccc(F)cc2)c1	2.5	-0.4	-1.2	-4.4	-6.8	-10.6	-1.4	-5.6	34.5
Nc1nc(SCC(=O)C23CC4CC(CC(C4)C2)C3)n[nH]1	1.2	-1.4	-0.5	-0.7	-26.9	6.3	-2.8	13.6	1.9
COCCn1c(C)cc(C(=O)COC(=O)c2cccnc2SC)c1C	0.8	-0.3	-0.3	-2.9	2.3	13.0	-1.4	3.7	17.8
Nc1nc(Nc2cccc(C(F)(F)F)c2)nc(C(F)(F)F)n1	-15.8	0.1	-1.4	-4.1	14.4	12.6	1.3	-2.3	-9.4
(continued)
SMILES	MT1-MMP act inh	MsrA inhibitor	TbMetRS inhib	bovine MsrA act	FAS-TE inh	CendR NRP1 mod	eLon inh	PABP1 MLLE inh	SKN-1 block
COc1ccc(S(=O)(=O)NCCC(=O)NCc2cccs2)cc1	8.5	-0.5	0.2	-2.6	-3.6	-6.1	-6.2	4.8	-6.8
O=C(Nc1ccccc1C(F)(F)F)C1CCN(C(=O)Cc2ccccc2)CC1	-2.5	0.2	0.2	-3.2	-5.0	2.5	-2.7	6.2	7.6
O=C(COc1ncnc2ccccc12)Nc1ccc(Cl)c(S(=O)(=O)N2CCOCC2)c1	7.6	0.9	-0.2	-2.3	-3.5	-2.3	5.4	-1.6	1.2
COc1ccc(C(CNC(=O)CCNC(=O)c2ccccc2OC)N2CCCC2)cc1 (centres undefined)	0.6	0.4	-0.3	-1.5	-9.1	-4.6	-9.3	-5.2	7.0
CCCN(Cc1nnc(-c2ccccc2Cl)o1)C(=O)COc1ccc(Cl)cc1	1.1	-0.4	-0.2	-4.2	22.7	4.3	7.9	-2.0	7.9
Oc1ccc(-c2c(C3=CCCCC3)sc3ccccc23)cc1	-0.2	0.1	0.1	-0.2	7.8	5.5	6.1	13.0	0.0
O=C(Nc1ccc(OC(F)F)c(Cl)c1)c1cccc(OC(F)F)c1	8.1	nt	1.2	-2.1	32.0	-12.9	7.2	6.7	44.4*
O=S(=O)(c1ccccc1)N(CC(O)COc1ccccc1)c1ccccc1 (centres undefined)	0.6	-1.2	-0.8	-1.6	6.6	1.0	3.8	-0.5	-5.5
COC(=O)c1sc2ccccc2c1NC(=O)c1ccc(S(=O)(=O)N2CC(C)CC(C)C2)cc1 (centres undefined)	4.6	0.0	-0.5	-1.3	17.7	8.0	-1.5	5.7	-0.7
Cc1cc(C(O)c2ncc(-c3ccc(Cl)cc3)[nH]2)ccc1F (centres undefined)	2.9	-1.2	3.0	1.2	3.2	-3.8	5.0	-11.3	15.2

Two entries drawn at random from those above, as already listed:
SMILES	MT1-MMP act inh	MsrA inhibitor	TbMetRS inhib	bovine MsrA act	FAS-TE inh	CendR NRP1 mod	eLon inh	PABP1 MLLE inh	SKN-1 block
CC(=O)c1cc(Cl)ccc1OCC(=O)Nc1cccc(S(=O)(=O)N2CCCC2)c1	2.2	0.3	0.0	-2.7	20.6	-12.8	5.1	-13.3	22.8
COC(=O)c1cc(Br)c(=O)n(CCc2ccc(F)cc2)c1	2.5	-0.4	-1.2	-4.4	-6.8	-10.6	-1.4	-5.6	34.5

Assay outcomes: PubChem BioAssay, several laboratories
